Compound activity from PubChem.
BCLXL inh – inhibitors of human Bcl-xL, primary screen, biochemical, fluorescence polarization, HTS; Bcl-2-like protein 1 (Homo sapiens), Q07817; GST-Bcl-xL / FITC-Bim BH3 peptide fluorescence polarization; inhibition, % at 10.9 µM; hit rate 0.7% among 320,000; AID 2129, 2009;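 active = inhibition above the mean of all tested compounds plus 3 SD, cutoff set per campaign, cut at about 30% in these data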;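 note: 0% = DMSO wells and 100% = unlabeled Bim-BH3 peptide competitor; inhibitors lower millipolarization by displacing the labeled peptide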
VLA-4 inh – inhibition in human VLA-4 binding assay, primary screen, VLA-4 allosteric modulator project, MLPCN library, flow cytometry, VLA-4 expressing cells. Integrin alpha-4 (Homo sapiens), P13612. ligand binding flow cytometry. inhibition, % (about 7 µM as worked out from the volumes in the protocol). hit rate 0.2% among 330,000. AID 2557, 2010; in the data active = inhibition above about 50%
MEX-5 binding – MEX-5 zinc finger RNA-binding disruptors – biochemical, C. elegans, fluorescence polarization, MLPCN library, primary screen; MEX-5/FITC-TCR2 RNA binding; active compounds read low; Zinc finger protein mex-5 (Caenorhabditis elegans), Q9XUB2; activity score (negative = inhibition of binding), % at 10 µM; hit rate 0.38% among 300,000; AID 1832, 2009;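 active = inhibition past about -25% in most replicates, and total fluorescence under double the plate's negative control median, limit read from the data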;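 note: 0% = DMSO and -100% = 5 µM competing unlabeled TCR2 RNA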
MCL1-BIM inh – inhibitors of MCL1 binding to BIM-BH3, primary screen, biochemical, fluorescence polarization; inhibition, % at 10.9 µM; GST-MCL1 / FITC-Bim-BH3 fluorescence polarization; Induced myeloid leukemia cell differentiation protein Mcl-1 (Homo sapiens), Q07820; hit rate 0.68% among 320,000;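 active = inhibition above the mean inhibition of all tested compounds plus 3 SD, set per campaign, cut at about 40% in these data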;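 note: 0% = DMSO wells and 100% = unlabeled Bim-BH3 peptide control; higher means more loss of mP so more displacement of Bim peptide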
PME-1 primary – PME-1 inhibitors via competitive probe labeling, primary screen, biochemical, fluorescence polarization, FP-Rh probe, HTS. Protein phosphatase methylesterase 1 (Homo sapiens), Q9Y570. recombinant PME-1. inhibition, % at 5.9 µM. hit rate 0.53% among 320,000. AID 2130, 2009;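 active = inhibition above the campaign mean of all compounds plus 3 SD, cut at about 26% in these data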;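 note: competitive labeling of PME-1 active site by serine hydrolase directed probe; 0% = PME-1 with DMSO and 100% = wells lacking PME-1 enzyme; inhibitors block probe labeling so polarization falls and inhibition rises; many of its hits are not listed in these tables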
Target sequence (Q9Y570 whole entry, looked up): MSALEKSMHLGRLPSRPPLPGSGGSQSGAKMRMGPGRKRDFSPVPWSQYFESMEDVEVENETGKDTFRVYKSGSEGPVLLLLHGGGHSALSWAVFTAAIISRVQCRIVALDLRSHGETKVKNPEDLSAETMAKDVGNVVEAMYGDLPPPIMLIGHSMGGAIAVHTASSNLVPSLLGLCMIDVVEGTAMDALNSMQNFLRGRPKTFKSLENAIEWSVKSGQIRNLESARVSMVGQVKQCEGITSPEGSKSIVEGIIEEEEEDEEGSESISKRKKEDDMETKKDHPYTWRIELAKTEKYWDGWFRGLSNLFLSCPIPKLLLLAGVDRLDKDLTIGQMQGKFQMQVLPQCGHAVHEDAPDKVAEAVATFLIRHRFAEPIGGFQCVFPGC
GRK2 aptamer HTS – compounds blocking aptamer binding on GRK2 – biochemical, human GRK2, bead flow cytometry, HTS, primary screen. hit rate 0.59% among 330,000. FAM-aptamer displacement from GRK2. inhibition of aptamer binding, % at 10 µM. Beta-adrenergic receptor kinase 1 (Homo sapiens), P25098;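 active = inhibition of aptamer binding above 40%, roughly 3 SD of noise, on plates passing a quality check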;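 note: median bead fluorescence of bound FAM aptamer so fluorescent compounds give negative values; no value below 0 was filed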
Target sequence (P25098 whole entry, looked up): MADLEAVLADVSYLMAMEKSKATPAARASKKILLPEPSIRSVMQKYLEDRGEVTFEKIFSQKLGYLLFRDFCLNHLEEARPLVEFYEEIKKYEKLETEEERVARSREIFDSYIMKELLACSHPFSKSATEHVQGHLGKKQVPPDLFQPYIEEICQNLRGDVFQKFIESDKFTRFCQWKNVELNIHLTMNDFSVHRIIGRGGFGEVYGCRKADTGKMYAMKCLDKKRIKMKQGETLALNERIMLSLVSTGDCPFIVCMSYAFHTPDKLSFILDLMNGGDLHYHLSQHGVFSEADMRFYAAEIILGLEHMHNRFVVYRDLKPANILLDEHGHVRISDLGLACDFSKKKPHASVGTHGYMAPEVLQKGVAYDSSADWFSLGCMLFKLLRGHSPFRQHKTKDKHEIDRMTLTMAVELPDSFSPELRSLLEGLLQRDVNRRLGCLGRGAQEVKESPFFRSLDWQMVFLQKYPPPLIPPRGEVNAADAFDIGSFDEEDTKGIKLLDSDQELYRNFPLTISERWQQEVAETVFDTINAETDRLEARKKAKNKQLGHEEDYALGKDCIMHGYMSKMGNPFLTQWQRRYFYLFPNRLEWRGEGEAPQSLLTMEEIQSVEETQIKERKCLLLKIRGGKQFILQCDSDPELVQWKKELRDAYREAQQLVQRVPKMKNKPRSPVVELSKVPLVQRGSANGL
Fam108B counter – mouse Fam108B serine hydrolase inhibitors, primary screen, counter-screen for RBBP9 inhibitor project, biochemical, fluorescence polarization; recombinant Fam108B, FP-Rh probe fluorescence polarization; inhibition, % at 9.51 µM; hit rate 0.33% among 300,000; AID 1947, 2009;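 active = inhibition above the screen mean inhibition plus 3 SD, computed separately per campaign, cut at about 18% in these data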;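 note: inhibitors lower polarization as less probe binds the enzyme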
Efflux pump inh – inhibitors of Candida efflux pumps in yeast, primary screen, S. cerevisiae, Nile Red, multiplex; inhibition, % at 10 µM; S. cerevisiae Candida pump triplex; AID 485275, 2010; hit rate 0.44% among 330,000;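 active = plate passing quality check with inhibition over a set limit, or well fluorescence over plate mean plus 4 SD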;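 note: Nile Red retained in pooled yeast measured as flow cytometry median fluorescence; 0% = buffer negative control and 100% = Enniatin B positive control; higher means more Nile Red kept so more efflux inhibition; some compounds called inactive have numbers as strong as hits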
GLD-1 RNA inh – GLD-1/TGE RNA complex disruptors, primary screen, biochemical, fluorescence polarization; purified GLD-1 + fluorescein TGE RNA; inhibition, % at 5.96 µM; hit rate 0.44% among 320,000; AID 2280, 2010;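 active = percent inhibition above a per-plate cutoff, the plate mean of test compounds plus 3 SD, cut at about 30% in these data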;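 note: 0% = DMSO wells with GLD-1 and probe and 100% = wells lacking GLD-1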
* hit, by the source's call; · = no result given. The list is partial; rates above refer to the full screens.

SMILES	BCLXL inh	VLA-4 inh	MEX-5 binding	MCL1-BIM inh	PME-1 primary	GRK2 aptamer HTS	Fam108B counter	Efflux pump inh	GLD-1 RNA inh
O=C(CSc1nnc(-c2ccc(Cl)cc2)n1-c1ccc(Cl)cc1)N/N=C/c1ccco1	5	-7	0.4	2	-4	1	2	0.3	3
CC1(NC(=O)CCNC(=O)c2ccc(C(C)(C)C)cc2)CCS(=O)(=O)C1 (stereo not given)	-2	37	·	-9	4	0	·	-0.1	-6
CC(OC(=O)c1ccco1)C(=O)NC1CCCC1 (stereo not given)	2	9	0.5	-7	-8	0	-5	0.1	-7
CC1CCC(CN2CCN=C2Nc2ccccc2)CC1 (stereo not given)	-2	4	-0.2	-2	2	0	0	0.0	5
COc1ccccc1N1CCN(C(=O)CCNS(=O)(=O)c2cc(Br)cnc2N)CC1	3	-9	1.4	7	-1	3	0	-0.1	-1
Cc1ccc(C)c(OCC(=O)Nc2ccncc2)c1	6	4	1.3	-3	-5	0	1	0.0	7
NC(=O)C1CCN(C(=O)CC2C(=O)NCCN2Cc2cccc(Oc3ccccc3)c2)CC1 (stereo not given)	6	-14	0.5	10	11	4	2	0.1	6
Cc1ccc(-n2c([S-])c(C(=O)NC(C)c3ccccc3)[n+]3ccccc23)cc1 (stereo not given)	-10	1	-1.6	-5	-1	0	1	-0.3	3
CN1C(=O)C(=O)/C(=C(/O)c2ccccc2)C1c1ccc([N+](=O)[O-])cc1 (stereo not given)	4	-3	-0.4	4	1	2	3	0.1	-4
Cc1ccc(C(=O)NC2(C(F)(F)F)NC(=O)N(c3ccc(Cl)cc3)C2=O)cc1 (stereo not given)	7	27	-2.3	4	3	0	0	-0.2	4
COC(=O)c1ccc2nc(NC(=O)CSCC(=O)OCC(=O)c3ccccc3)sc2c1	0	10	2.5	-7	-8	4	-1	0.1	10
COC(c1ccccc1)c1c(-c2ccccc2)nn(C)c1Cl (stereo not given)	-2	10	1.2	-1	-2	0	7	0.2	0
CC(C)(C)c1csc(NC(=O)C2COc3ccccc3O2)n1 (stereo not given)	-1	6	1.1	-6	4	1	-4	0.2	11
CCCCn1c(N(CCOC(C)=O)C(C)=O)nc2ccccc21	1	-3	0.7	1	-4	1	-1	-0.1	-1
Cc1cc(N2CCC(C)CC2)c(F)cc1[N+](=O)[O-]	7	12	2.7	7	1	3	3	0.1	10
CN(C)Cc1cc(O)c(CN(C)C)cc1O	64*	-2	-35*	48*	0	7	3	-0.1	63*
COc1cc(/C=N/NC(=O)c2cc(-c3ccccc3Cl)nc3ccccc23)cc(OC)c1O	-2	6	2.2	3	6	3	0	0.0	2
COC(=O)c1ccc(N2C(=O)CC(N3CCN(C(=O)c4ccco4)CC3)C2=O)cc1 (stereo not given)	3	8	-2.3	6	-4	1	5	0.1	3
Cc1cc2nnc(SC3CCOC3=O)n2c2ccccc12 (stereo not given)	-8	3	0.1	-16	-1	3	-1	-0.1	13
O=C(CN(C(=O)CCC(=O)Nc1nccs1)c1ccccc1F)NCc1ccc(F)cc1	2	3	1.7	6	1	0	8	0.0	-7

Retrieved by compound from the entries so far, 2 records:
SMILES	BCLXL inh	VLA-4 inh	MEX-5 binding	MCL1-BIM inh	PME-1 primary	GRK2 aptamer HTS	Fam108B counter	Efflux pump inh	GLD-1 RNA inh
Cc1cc2nnc(SC3CCOC3=O)n2c2ccccc12 (stereo not given)	-8	3	0.1	-16	-1	3	-1	-0.1	13
O=C(CN(C(=O)CCC(=O)Nc1nccs1)c1ccccc1F)NCc1ccc(F)cc1	2	3	1.7	6	1	0	8	0.0	-7

(list continues)
SMILES	BCLXL inh	VLA-4 inh	MEX-5 binding	MCL1-BIM inh	PME-1 primary	GRK2 aptamer HTS	Fam108B counter	Efflux pump inh	GLD-1 RNA inh
C[C@@H]1CN([C@@H](C)CO)C(=O)c2cc(NC(=O)CCN3CCOCC3)ccc2O[C@@H]1CN(C)C(=O)Nc1ccccc1	·	-8	·	·	·	11	·	-0.1	1
COc1ccc(C(=O)Nn2c(SCC(=O)NC3CCCCC3)nc3ccccc3c2=O)cc1	4	-1	1.0	4	-4	1	0	0.3	7
N#Cc1c2ccc(OCC(N)=O)cc2n2ccccc12	19	-12	-3.5	7	3	1	2	-0.2	3
Cn1ccc(-c2cc(C(=O)O)c3ccccc3n2)n1	7	-1	3.6	3	-3	2	2	0.0	3
Cn1c(=O)n(C)c2cc(S(=O)(=O)Nc3cc(Cl)ccc3O)ccc21	1	-50	2.6	0	2	0	-2	0.2	-1
CCOC(=O)c1c(C)[nH]c(C(=O)CN2CCN(CC)CC2)c1C	6	-3	-3.1	-2	3	0	-3	0.1	1
O=Cc1coc2ccc3ccccc3c2c1=O	0	0	-4.0	8	-7	34	2	-0.5	2
CCOc1ccc(NC2=C(Cl)C(=O)N(Cc3ccccc3)C2=O)cc1	1	13	2.6	8	-4	1	5	0.1	7
COc1ccc(-n2cccc2C=O)cc1OC	-7	19	0.3	-4	-3	0	-2	0.5	-1
Cc1cccc(OCC(=O)Nc2ccc3c(c2)nc(CCN2CCC(C)CC2)n3C)c1	9	7	1.6	6	10	0	-15	-0.1	1
O=C(Cn1cnc2ccccc2c1=O)N1CCN(Cc2ccc3c(c2)OCO3)CC1	2	8	-3.3	5	2	2	-4	0.3	5
Nc1nc(SCC(=O)c2ccc(Br)s2)n[nH]1	0	6	1.9	-1	1	1	6	0.1	-4
CC(C)SCc1nc2ccccc2[nH]1	4	0	·	1	1	1	-3	-0.1	-13
COc1ccc(C(CNC(=O)c2cccc(S(=O)(=O)NCc3ccccc3)c2)N2CCOCC2)cc1 (stereo not given)	0	0	-3.0	2	-1	0	-1	0.1	2
CN(C)C(=O)Nc1ccc(F)cc1F	0	9	1.5	3	0	0	-3	0.0	7
CC(=O)Nc1ccc2c(c1)nc(CN1CCCC1)n2C	2	10	0.6	1	0	7	0	0.0	-2
COc1ccc(N2CCN(c3nc4ccc(C)cn4c(=O)c3C=O)CC2)cc1	10	4	-1.4	11	5	0	1	0.0	-3
COc1ccc(C(CC(=O)O)NS(=O)(=O)c2ccc3c(c2)NC(=O)CO3)cc1 (stereo not given)	-1	6	2.6	-4	2	4	2	0.0	-3
Cc1cc(C)n2c(SCc3ccc(Cl)cc3Cl)nnc2n1	2	1	·	5	-3	3	3	0.1	6
CCOC(=O)C1(CCc2ccccc2)CCN(C(=O)C2CCCO2)CC1 (stereo not given)	2	3	1.3	-5	-7	4	-2	0.2	0
COc1ccc2[nH]c(=O)c(CN(Cc3cccnc3)C(=O)Nc3ccccc3)cc2c1	0	5	-1.2	-2	-7	1	-3	-0.3	1
CSc1cccc(NC(=O)CSc2ccc(C)cc2)c1	6	5	3.1	-3	-4	2	1	0.0	1
CC(C)c1c(C(=O)N/N=C/c2ccsc2)nnn1-c1nonc1N	7	12	4.4	10	2	3	4	0.2	1
S=c1nc(-c2ccccc2Br)[nH][nH]1	13	8	7.3	14	-1	0	3	-0.1	3
CCOc1ccc(C(=O)Nc2ccc(NC(=O)c3cccs3)cc2)cc1[N+](=O)[O-]	4	2	-4.4	3	-8	0	-12	0.1	0
C=CCNc1oc(Cc2cccc3ccccc23)nc1C#N	0	-18	0.1	7	-2	0	1	0.1	-1
COc1ccccc1CN1CCNC(=O)C1CC(=O)N(C)CC1CCOCC1 (stereo not given)	14	5	-1.5	15	0	0	1	-0.2	8
Fc1cccc(/C=C2\CCCC3=C2NC(=S)NC3c2cccc(F)c2)c1 (stereo not given)	4	-1	0.5	8	-9	2	-4	0.3	-1
CNC1=C([N+](=O)[O-])CC([N+](=O)[O-])=C(N2CCNCC2)N1C	6	7	-3.1	-4	1	0	-2	0.0	-7
Cc1cc2cc(CNC(=O)c3ccc(Br)o3)ccc2[nH]1	55*	-26	-1.8	69*	2	13	8	-0.1	41*
CN(C)S(=O)(=O)c1cccc(NC(=S)N/N=C/C(c2ccccc2)c2ccccc2)c1	-1	-1	1.9	2	-4	1	3	-0.7	4
CC(C)(C)n1cnc2cc(NC(=O)c3ccccc3)ccc21	6	10	-1.1	12	-8	3	-2	-0.3	3
Cc1cccc(NC(=S)NNC(=O)c2cccc([N+](=O)[O-])c2)c1	7	3	-1.5	10	-1	2	0	-0.1	1
O=C(NCc1ccccc1)c1onc(CSc2ccc(F)c(F)c2)c1C(=O)NCc1ccccc1	3	2	0.2	8	-14	1	-10	-0.2	3
Cn1c(S(=O)(=O)Cc2ccc(Cl)cc2)nc2ccccc21	1	-9	-2.4	4	0	0	-2	0.3	8
CC(C)C(C(=O)O)N1C(=O)/C(=C/C=C/c2ccco2)SC1=S (stereo not given)	71*	-3	-35*	95*	-30	95*	38*	1.2*	6
OC(COc1ccc2ccccc2c1Br)Cn1ccnc1 (stereo not given)	3	7	1.1	3	0	0	-2	0.0	-4
Cc1ccc(NS(=O)(=O)c2ccc(C(=O)Nc3nncs3)cc2)cc1	·	-7	·	·	·	4	·	-0.1	1
C=CCn1c(=NC(=O)c2ccc(S(=O)(=O)N3CCCc4ccccc43)cc2)sc2cc(S(N)(=O)=O)ccc21	-7	16	5.3	-10	-70	4	-56	0.1	4
O=C(CN1CCc2ccccc2C1)Nc1ccc(F)cc1	·	12	-1.5	·	·	1	·	0.1	·
COc1ccc(CCNC2CCC(c3ccccc3)CC2)cc1 (stereo not given)	-6	5	1.2	-2	2	0	2	0.1	3
COc1ccc(C(=O)CN2C(=O)NC3(CCCCCC3)C2=O)c(OC)c1	3	26	-1.3	2	-1	1	0	-0.1	4
COc1cc(C)c(C(C)C)cc1S(=O)(=O)NC1CC(C)(C)NC(C)(C)C1	0	33	1.3	3	-7	2	-6	0.4	-4
Cc1ccc(S(=O)(=O)N(CC(O)CN2CCCC2)c2ccccc2)cc1 (stereo not given)	6	8	0.5	7	2	0	3	0.0	3
Cc1cc(C)[n+]2[nH]c(N)c(N=Nc3ccccc3)c2n1	6	-1	-1.6	4	0	0	-2	-0.1	-5
Cc1ccccc1-c1nc(-c2ccc(Br)o2)no1	-1	-5	1.1	6	-1	2	0	0.0	1
Cc1ccc(NC(=O)C(=Cc2ccc(C(=O)O)cc2)C(=O)Nc2ccc(C)cc2C)c(C)c1	4	1	0.1	5	-7	0	-5	-0.1	9
CCc1nnc(NC(=O)CSc2nc3c(C)cccc3[nH]2)s1	0	0	-5.1	-1	-3	1	4	-0.1	-5
COc1ccccc1-c1noc(-c2ccccc2C(=O)N2CCOCC2)n1	1	-22	1.1	2	-8	0	-5	-0.1	-6
Cc1cccn2cc(CNc3ccccc3)nc12	3	4	0.5	3	1	0	-2	-0.2	12
COc1ccc(C(=O)OCCNC(=O)c2ccncc2)cc1OC	4	-2	-0.1	5	5	0	-3	0.5	5
NS(=O)(=O)c1ccc(CNC(=O)c2csc3c2CCCC3)cc1	1	5	0.7	-1	-1	0	-3	0.0	9
CCNc1nc(NC(C)C)nc(SCCOc2ccc(C)cc2)n1	7	0	-2.8	-3	5	1	-5	0.1	8
